# RORgamma inh: blocks mouse ROR gamma transcriptional activity; Drosophila S2 Gal4-RORgamma UAS-luciferase reporter, 20 h; Potency, µM (series often up to 53.6 µM), for the others: top-dose activity change, negative = inhibition, hits mostly inhibitors; hit rate 5.4% among 310,000; AID 2551; note: % is set by controls: 0 for no effect and ±100 for the full control effect; nearly all actives have a fitted effect of over 60% in size
# Target sequence (P51450 whole entry, looked up, the tested form may be a part): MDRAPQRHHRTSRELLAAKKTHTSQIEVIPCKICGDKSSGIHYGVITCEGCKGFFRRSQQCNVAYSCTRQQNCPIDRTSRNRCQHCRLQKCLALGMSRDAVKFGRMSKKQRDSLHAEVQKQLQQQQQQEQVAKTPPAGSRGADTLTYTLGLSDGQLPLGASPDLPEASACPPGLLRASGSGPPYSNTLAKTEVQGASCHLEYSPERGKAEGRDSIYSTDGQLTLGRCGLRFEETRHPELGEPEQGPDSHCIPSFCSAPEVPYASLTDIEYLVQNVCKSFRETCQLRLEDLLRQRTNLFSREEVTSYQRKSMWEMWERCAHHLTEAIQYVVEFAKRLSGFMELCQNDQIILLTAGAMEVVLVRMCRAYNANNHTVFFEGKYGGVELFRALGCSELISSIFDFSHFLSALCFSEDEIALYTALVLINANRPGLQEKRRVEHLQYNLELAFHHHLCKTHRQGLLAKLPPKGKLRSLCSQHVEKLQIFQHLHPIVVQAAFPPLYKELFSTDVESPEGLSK
#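 In this cell-based reporter format, copper sulfate (700 uM final) drives Gal4–ROR gamma fusion expression from a metallothionein promoter in Drosophila Schneider cells; compounds preincubated 1 hr, reporter read after 20 hr at ambient temperature.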
# CXXC DNA block: blocks binding of human MLL CXXC domain to DNA | MLL-CXXC / FITC-HOXA9 DNA fluorescence polarization | Potency, µM (top dose mostly 115 µM), inactives show top-dose activity change, negative = inhibition, most hits filed as inhibitors | hit rate 0.037% among 290,000; active = well fitted inhibition curve with a large enough effect in the polarisation, with a control signal flat, not every such curve was filed as active; inconclusive = small, poorly fitted or top-dose-only effect, or effect the other way, or a change in a side signal; inactive = no such curve, though single readings can be large or run the other way; the % refers to the polarisation
#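 Steps: dispense CXXC domain solution (7 uM) → pin compounds or unlabeled HOX-A9 DNA control → 5 min ambient → add FLSN-HOX-A9 solution (50 nM) → spin → 30 min ambient → fluorescence polarization. Tris pH 7.5/NaCl/DTT/BSA buffer.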
# FLuc counter: counter-screen for miR-21 project: firefly luciferase inhibitors or activators; P08659; hit rate 6.9% among 360,000; purified FLuc, Km substrates, luminescence inhibition; Potency, µM (doses to about 57.5 µM), inactives show at the highest dose activity change, negative = inhibition, usual class: inhibitors;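 note: plate controls were vehicle for no effect and reference inhibitor for full effect; nearly all actives have a fitted effect of over 55% in size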
#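 Biochemical qHTS of compounds, final roughly 60 µM downward over six points, against 10 nM purified firefly luciferase using Km concentrations of substrates (10 uM D-luciferin, 10 uM ATP) in Tris acetate pH 7.5 buffer; luminescence output.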
# Rab9 promoter act: activates the Rab9 promoter. Huh7 Rab9 promoter-luciferase reporter, luminescence, 24 h. Potency, µM (titrated, usually from 9.22 µM), inactives show at the highest dose activation, negative = inhibition, usual class: activators. hit rate 2.8% among 320,000. AID 485297; note: % of control where 0% means no effect; nearly all actives have a fitted effect of over 60% in size
#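 Cell-based reporter: Huh7 stable for Rab9 promoter-driven luciferase, plated in reduced-serum medium with 10% FBS at 1500 cells/well, compound-treated 24 h at 37 °C, luminescence read after 10 min reagent.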
# BRCA1 expr act: increases BRCA1 expression; MCF7-BRCA1-FFLuc reporter, luminescence, 48 h; response scale: scaled: vehicle 0%, 10 µM genistein 100%; Potency, µM (top dose mostly 46.1 µM), without a hit: top-dose activation, actives largely listed as activators; hit rate 1.1% among 380,000; AID 624202; note: nearly all actives have a fitted effect of over 80% in size; some results filed as inactive show a strong effect at the top dose
#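 Luminescence from a BRCA1-driven firefly luciferase in MCF7 cells was read after 48 h compound exposure at 37 C. Data normalized against DMSO and a 10microM genistein activation control, then curve-fitted across the titration.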
# p53 reactivator: mutant p53 re-activation in reporter cells; H1299 p53-A138V BP100-luciferase reporter, luminescence, 24 h; AID 504706; hit rate 0.063% among 320,000; Potency, µM (doses to about 92.2 µM), for the others: at the highest dose activity change, positive = activation, most hits filed as activators; note: % of control where 0% means no effect; nearly all actives have a fitted effect of over 45% in size
#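 p53-null H1299 cells stably carrying temperature-sensitive p53-A138V and a BP100-luciferase reporter were pinned with compounds (4-point, 1:5 series) and held 24 hrs at 37 deg C. Luminescence was read 10 min after detection reagent.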
# uPA surface inh: inhibitors of cell surface uPA generation; hit rate 0.31% among 330,000; cell surface uPA generation assay, qHTS; Potency, µM (highest dose often 38.3 µM), for inactives: top-dose activity change, negative = inhibition, actives largely listed as inhibitors; AID 540303; active = well fitted inhibition curve with a large enough effect; inconclusive = small, poorly fitted or top-dose-only effect; inactive = no such curve, though single readings can be large or run the other way; tested in mouse RAW 264.7 cells; note: % is set by controls: 0 for no effect and ±100 for the full control effect; nearly all actives have a fitted effect of over 55% in size
# Gal4-VP16 FLuc: Gal4-VP16 reporter inhibition counter-screen; AID 2546; Potency, µM (highest dose often 53.6 µM), for inactives: at the top dose activity, negative = inhibition, actives largely listed as inhibitors; hit rate 3.5% among 310,000; Drosophila S2 Gal4-VP16 UAS-luciferase, luminescence, 20 h;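 note: Gal4-VP16 expression switched on by copper sulfate through the metallothionein promoter; % is set by controls: 0 for no effect and ±100 for the full control effect; nearly all actives have a fitted effect of over 50% in size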
# ELG1 genotox: induces genotoxicity in HEK293T cells with luciferase-tagged ELG1 | HEK293T ELG1-luciferase reporter, luminescence, 16 h | Potency, µM (series often up to 46 µM), without a hit: at the top dose activity change, positive = activation, most hits filed as activators | hit rate 1.3% among 330,000; note: % of control where 0% means no effect; nearly all actives have a fitted effect of over 60% in size
#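 Luminescence read-out: rising ELG1-luciferase signal, reflecting elevated ELG1 protein under genetic stress, flags genotoxic compounds. Cells were treated for 16 hr at 37 °C before ONE-Glo detection.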
# MBNL1 CUG block: MBNL1-poly(CUG) RNA binding inhibition; Q9NR56; Potency, µM (highest dose often 57.5 µM), without a hit: at the highest dose activity change, negative = inhibition, actives largely listed as inhibitors; TR-FRET MBNL1-His/biotin-(CUG)12 binding, 665/545 ratio; hit rate 0.036% among 280,000; active = well fitted inhibition curve with a large enough effect in the signal ratio, with a control signal flat, not every such curve was filed as active; inconclusive = small, poorly fitted or top-dose-only effect, or effect the other way, or a change in a side signal; inactive = no such curve, though single readings can be large or run the other way; the % refers to the signal ratio; note: % is set by controls: 0 for no effect and ±100 for the full control effect
# Target sequence (Q9NR56 whole entry, looked up): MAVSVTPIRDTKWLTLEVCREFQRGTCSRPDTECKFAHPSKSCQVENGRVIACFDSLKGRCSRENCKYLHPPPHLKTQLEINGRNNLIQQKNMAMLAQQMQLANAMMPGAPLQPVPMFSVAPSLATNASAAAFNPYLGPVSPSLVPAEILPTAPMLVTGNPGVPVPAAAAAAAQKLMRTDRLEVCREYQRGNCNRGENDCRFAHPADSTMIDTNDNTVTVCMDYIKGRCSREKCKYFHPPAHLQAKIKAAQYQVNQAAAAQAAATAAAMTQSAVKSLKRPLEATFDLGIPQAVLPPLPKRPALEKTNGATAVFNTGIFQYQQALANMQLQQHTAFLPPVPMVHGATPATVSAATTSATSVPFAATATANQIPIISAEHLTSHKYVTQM
#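 MBNL1-His + Biotin-(CUG)12, cpd titration 92 nM–58 uM; Tb anti-His Ab 0.055 ng/ul, SA-XL665 5 nM (final); 60 min RT; ratiometric 665/545 nm, Ex 340 nm; normalized to buffer and full-complex controls.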
# NPC1 prom act: NPC1 promoter activation | Potency, µM (highest dose often 9.22 µM), without a hit: at the top dose activation, usual class: activators | Huh7 NPC1 promoter luciferase reporter, 24 h | AID 485313 | hit rate 2.4% among 320,000;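 note: % of control where 0% means no effect; nearly all actives have a fitted effect of over 60% in size; reporter is driven by a mutant NPC1 promoter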
#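 Cells: Huh7 expressing luciferase under the NPC1 promoter, 1500/well. Seeded 2 h, compound added, incubated 24 h at 37 °C. Luciferase reagent, 10 min ambient, then luminescence.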
# * hit, by the source's call; ? = inconclusive; nt = not tested or not shown; [ ] = remark or other dose. Unless noted, calls come from the whole dose curve; as a rule, active = well fitted curve in the direction sought with a large enough effect; inconclusive = small, poorly fitted or top-dose-only effect, or another doubt; inactive = no such curve, though single readings can be large; an effect the other way counts as inactive or inconclusive. Potency is the fitted concentration of half-maximal effect. This is a subset. The share of hits here may be higher or lower than overall.
SMILES,RORgamma inh,CXXC DNA block,FLuc counter,Rab9 promoter act,BRCA1 expr act,p53 reactivator,uPA surface inh,Gal4-VP16 FLuc,ELG1 genotox,MBNL1 CUG block,NPC1 prom act
COc1ccc(C2=NOC(C(=O)NCc3ccc(F)cc3)C2)cc1OC (stereo not given),16%,0%,-1%,-23%,-81%,-7%,?,6%,20%,4%,-16%
C=CCSC1=C(C#N)C(c2ccccc2OCC)CC(=O)N1 (stereo not given),-22%,8%,1%,-1%,10%,-13%,4%,11%,-3%,6%,-1%
CC(C)c1ccccc1NC(=O)Nc1ccc(F)cc1F,?,0%,-6%,-5%,-2%,3%,-3%,-8%,1%,-9%,2%
CC(=O)Nc1ccc(NC(=O)C2CCCN2C(=O)Nc2ccccc2[N+](=O)[O-])cc1 (stereo not given),4%,1%,3%,-10%,-9%,-5%,2%,2%,1%,?,-4%
O=C(COC(=O)C1CC(=O)N(Cc2ccccc2)C1)c1ccc(Br)cc1 (stereo not given),-2%,?,2%,-2%,17%,16%,-10%,-2%,1%,0%,6%
O=[N+]([O-])c1cc(Cl)ccc1NCCNc1ncc(C(F)(F)F)cc1Cl,?,2%,16%,-4%,-39%,5%,9%,?,-1%,-2%,-4%
Cc1ccc(C(C)NC(=S)NC2CCCCC2)c(C)c1 (stereo not given),3.2µM*,1%,0%,0%,-7%,6%,-4%,3.5µM*,-10%,-6%,-4%
Cc1ccc(C2(C)NC(=O)N(CC(=O)NC(=O)NC3CCCC3)C2=O)cc1 (stereo not given),1%,0%,0%,0%,nt,-6%,nt,4%,-3%,-6%,-1%
COc1ccc(C(=O)NCCN2C(=O)S/C(=C\c3cccnc3)C2=O)c(OC)c1OC,-21%,12%,0%,2%,-19%,-15%,-3%,?,5%,23%,2%
CC(CN1CCOCC1)OC(=O)c1ccccc1Br (stereo not given),8%,2%,1%,3%,0%,5%,-2%,14%,6%,-3%,-2%
C[N+]1(CC2COC3(CCCCC3)O2)CCCCC1 (stereo not given),-31%,-6%,-1%,-3%,2%,-2%,1%,0%,0%,-13%,1%
CCCc1nnc(SCC(=O)N2CCCCC2)n1CCCOC,-12%,-1%,-4%,-1%,-4%,3%,5%,-3%,2%,-8%,-5%
Cc1ccc(NC(=O)NC2CCCc3ccccc32)cc1 (stereo not given),0%,-2%,-1%,-2%,10%,8%,-3%,-13%,4%,-1%,2%
COc1ccc(CC2(C)OC(c3ccc([N+](=O)[O-])cc3)=NN2C(C)=O)cc1 (stereo not given),20%,0%,2%,-2%,-24%,0%,11%,0%,-7%,nt,1%
Cc1ccc(C(=O)Nc2ncc(C)s2)o1,?,-5%,11µM*,4µM*,65%,17%,nt,-7%,?,1%,3.2µM*
CCOC(=O)c1c(C)nc2sc3c(=O)n(-c4ccc(C)cc4)cnc3c2c1-c1ccc(OC)cc1,1%,-4%,2%,-1%,-9%,4%,3%,-4%,-1%,-2%,-1%
CC1(C(=O)O)C=CC2(CCCCC2)N1C(=O)c1ccccc1 (stereo not given),1%,13%,0%,-4%,-2%,-1%,1%,10%,1%,-9%,0%
Cc1oc(-c2ccccc2F)nc1CS(=O)CC(=O)NCc1ccc2c(c1)OCO2 (stereo not given),0%,-5%,6%,-6%,-27%,-4%,-11%,-1%,2%,3%,0%
COc1ccccc1N1CCN(/N=C/c2ccc([N+](=O)[O-])cc2)CC1,?,13%,15µM*,4µM*,5µM*,nt,-6%,?,-5%,-5%,?
CC(C)(C)c1ccc(-n2ncc3c2CCCC3NC(=O)CN2CCCC2=O)cc1 (stereo not given),?,-3%,-17%,-25%,-32%,4%,-7%,7.1µM*,-5%,6%,-15%
Cc1ccc(NC(=S)N2CCN(S(=O)(=O)c3c(F)cccc3F)CC2)cc1C,?,-2%,-2%,-2%,-4%,-1%,-12%,?,-1%,6%,0%
Cc1ccc(-n2c(N)c(C(=O)NCc3ccco3)sc2=S)cc1,21%,2%,-11%,-3%,-1%,-7%,4%,8%,-2%,?,-2%
Cc1ccsc1/C=N/n1c(-c2ccncc2)n[nH]c1=S,?,-4%,-4%,-4%,-10%,-8%,18%,?,-2%,25%,-2%
COC(=O)c1sc2nc(-c3ccco3)ccc2c1N,?,1%,0.38µM*,1.1µM*,?,?,-8%,-15%,?,15%,1.4µM*
CCCC(C)c1nc(C(N)=O)c2[nH]c(=O)n(-c3ccc(OC)c(OC)c3)c2n1 (stereo not given),-14%,8%,3%,-4%,-33%,-17%,4%,-6%,11%,1%,1%
CS(=O)(=O)N(CC(=O)Nc1ccc2c(c1)OCCO2)Cc1ccc(Cl)cc1,?,0%,-11%,-2%,5%,-9%,1%,1%,?,-2%,4%
O=S(=O)(c1ccc(Br)cc1)N1CCN(c2cc(-c3ccccc3)nc3ncnn23)CC1,2%,24%,6%,-3%,7%,2%,nt,-3%,-11%,1%,-2%
COc1ccc(NC(=O)Cc2cccs2)c(OC)c1,5%,-1%,-18%,5%,13%,3%,-1%,-11%,7%,0%,16%
CC1CCC(NC(=O)c2cnccn2)CC1 (stereo not given),26%,-7%,0%,-5%,29%,16%,-6%,9%,4%,1%,2%
COc1ccc(-n2nc(C(=O)NCC(=O)N3CC(C)CC(C)C3)c3ccccc3c2=O)cc1 (stereo not given),29%,-2%,19µM*,2%,-2%,6%,2%,-4%,-22%,?,-1%
O=c1[nH]c(CSc2ncc(-c3ccc(F)cc3)n2Cc2ccco2)nc2ccccc12,?,-9%,-1%,-5%,-33%,-9%,9%,-22%,-37%[inhibitor],8%,-4%
CCOC(=O)/C(=N/Nc1ccc(Cl)cc1)S(=O)(=O)c1ccccc1,?,-2%,-24%,2%,-1%,0%,-7%,10%,8%,7%,8%
O=C(Nc1ccncc1)C1c2ccccc2Oc2ccccc21,?,-1%,3%,-11%,-3%,-29%,-5%,-17%,6%,?,-1%
CC(=O)C1=C(O)C(=O)N(c2ccc(Br)cc2)C1c1ccc(Cl)cc1 (stereo not given),8%,-15%,2%,0%,2%,-13%,13%,-2%,-1%,82%[activator],-2%
COc1ccc(-n2c(SCC(=O)Nc3nccs3)nnc2-c2ccoc2C)cc1,-20%,2%,7%,-6%,7%,-2%,4%,10%,0%,5%,-1%
COCCn1c(SCC(=O)Nc2cccc(C)n2)nnc1-c1ccco1,15%,4%,-4%,-2%,-17%,-2%,0%,3%,0%,1%,-2%
COc1ccc(OC)c(/C=C2\SC(N3CCCCC3)=NC2=O)c1,4%,3%,19µM*,-5%,2%,-2%,0%,7%,0%,?,21%
CNC(=O)[C@H]1O[C@@H](n2cnc3c(NCc4cccc(I)c4)nc(Cl)nc32)[C@H](O)[C@@H]1O,nt,nt,7%,-2%,4%,-9%,?,nt,?,nt,-6%
CC(C)Nc1nc(Cl)nc(NN(C)c2nc(N(C)C)nc(N(C)C)n2)n1,-8%,-2%,7%,0%,-16%,-7%,-2%,7%,-1%,-10%,-1%
COC(=O)c1[nH]c2ccccc2c1NC(=O)c1ccccc1F,2%,-4%,-1%,0%,-7%,-8%,-11%,-1%,-3%,5%,10%
CC(=O)c1ccc(OC(C)C)c(CC(C(N)=O)C(N)=O)c1,2%,-2%,4%,-3%,12%,6%,0%,4%,0%,2%,-1%
CCC(C)[C@H](NC(=O)NCCC1=CCCCC1)C(=O)O (stereo not given in full),-4%,?,0%,-2%,8%,2%,2%,-4%,-1%,-5%,3%
CC(C)CNc1nc(SCC(=O)Nc2ccccc2)nc(N2CCOCC2)n1,0%,-1%,2%,-1%,-30%,-3%,4%,-4%,0%,5%,-6%
CCc1cc(C(=O)OC)c(NC(=O)CCCC(=O)O)s1,0%,-10%,4%,0%,6%,2%,-1%,-5%,0%,-5%,0%
CCCOc1c(Br)cc(C(N)=O)cc1OCC,11%,-8%,0%,-9%,15%,-8%,-6%,-8%,-11%,-2%,-4%
CC(C)(O)C#Cc1ccc(CN2CCN(C3CCCC3)C(CCO)C2)cc1 (stereo not given),-11%,5%,1%,2%,-3%,-3%,-2%,0%,0%,3%,5%

# Single values from the results shown.
# Entry of CC(C)(O)C#Cc1ccc(CN2CCN(C3CCCC3)C(CCO)C2)cc1 (stereo not given) under Rab9 promoter act: 2%
# Entry of CCCOc1c(Br)cc(C(N)=O)cc1OCC under NPC1 prom act: -4%

# Screening data (PubChem BioAssay)
